Assay outcomes (PubChem BioAssay)
Pf gamet viab: kills late stage P. falciparum gametocytes; AID 743093; hit rate 0.065% among 150,000; inhibition, % at 10.9 µM; P. falciparum stage V gametocytes, ATP luminescence, 24 h;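 active = inhibition above the mean plus 3 SD of compounds within the control limits, set per campaign, cut at about 38% in these data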;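 note: 0% = DMSO wells and 100% = medium only without gametocytes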
ABCG2 inh: blocks JC-1 efflux by human ABCG2 transporter; Q9UNQ0; IgMXP3 cells, flow cytometry; inhibition, % at 6.6 µM; hit rate 0.1% among 190,000; AID 1325;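 active = inhibition above 80%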;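 note: 0% = DMSO and 100% = nicardipine control wells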
Target sequence (Q9UNQ0 whole entry, looked up): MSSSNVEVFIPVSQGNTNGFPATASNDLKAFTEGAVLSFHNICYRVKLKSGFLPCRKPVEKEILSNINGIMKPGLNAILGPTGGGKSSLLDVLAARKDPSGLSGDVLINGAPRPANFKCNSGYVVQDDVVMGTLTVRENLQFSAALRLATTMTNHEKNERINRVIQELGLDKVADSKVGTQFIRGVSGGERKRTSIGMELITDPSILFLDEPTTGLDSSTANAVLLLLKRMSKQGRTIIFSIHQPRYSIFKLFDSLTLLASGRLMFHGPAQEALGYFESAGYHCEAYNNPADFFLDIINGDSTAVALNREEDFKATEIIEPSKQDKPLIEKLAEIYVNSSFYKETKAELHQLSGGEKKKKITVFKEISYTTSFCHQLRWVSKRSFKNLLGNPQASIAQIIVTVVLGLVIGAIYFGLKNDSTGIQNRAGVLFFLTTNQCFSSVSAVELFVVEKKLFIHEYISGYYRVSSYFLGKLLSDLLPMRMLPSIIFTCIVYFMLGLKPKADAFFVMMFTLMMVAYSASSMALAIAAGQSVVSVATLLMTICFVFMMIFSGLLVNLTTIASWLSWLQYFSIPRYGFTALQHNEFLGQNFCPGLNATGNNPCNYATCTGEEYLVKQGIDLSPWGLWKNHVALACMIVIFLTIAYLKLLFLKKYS
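Test system: ABCG2 IgMXP3 and barcoded ABCB1 CCRF-Adr cell mix; Schedule: cells with compound and JC-1, 10 min at 25 °C, rotating, no wash; Technique: flow cytometry of retained JC-1 fluorescence; Measure: % inhibition of efflux relative to nicardipine and DMSO; Controls: nicardipine high and DMSO low controls.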
Cdc42 wt GTP: human Cdc42 wildtype GTP binding change, either direction | GST-Cdc42 beads, Bodipy-GTP binding, flow cytometry; actives lie on both sides | percent activity (GTP binding), % at 10 µM | hit rate 0.2% among 190,000 | AID 761;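 active = percent activity GTP binding at least 20 points away from the 100% baseline, either down as inhibitor or up as activator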;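 note: median bead fluorescence of bound Bodipy-FL-GTP at 100 nM; 0% = excess unlabeled GTP control and 100% = no compound control; below 100% means less GTP binding so inhibitor and above means activator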
Target sequence (P60953 whole entry, looked up): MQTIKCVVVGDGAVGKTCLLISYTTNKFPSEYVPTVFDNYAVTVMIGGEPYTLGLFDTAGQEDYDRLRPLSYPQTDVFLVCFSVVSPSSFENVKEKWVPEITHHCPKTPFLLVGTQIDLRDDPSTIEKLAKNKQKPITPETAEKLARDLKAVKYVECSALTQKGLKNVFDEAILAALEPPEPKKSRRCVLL
HRas wt GTP: human HRas wildtype GTP binding, change in either direction; GST-Ras wt beads, Bodipy-FL-GTP binding, flow cytometry; actives lie on both sides; GTP binding activity, % at 10 µM; hit rate 0.14% among 190,000; AID 759; P01112;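 active = GTP binding activity at least 20% away from the 100% baseline, either lowered as inhibitor or raised as activator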;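 note: 0% = unlabeled GTP competition control and 100% = no-compound control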
Target sequence (P01112 whole entry, looked up): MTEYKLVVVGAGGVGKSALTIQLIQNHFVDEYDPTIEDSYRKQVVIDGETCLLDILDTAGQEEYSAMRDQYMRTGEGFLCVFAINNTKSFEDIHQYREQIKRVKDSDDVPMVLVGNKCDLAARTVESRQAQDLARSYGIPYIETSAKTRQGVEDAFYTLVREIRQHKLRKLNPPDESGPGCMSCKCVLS
Rab2 wt GTP: changes GTP binding to wildtype dog Rab2A, up or down. P61105. GTP binding activity, % at 10 µM. hit rate 0.19% among 190,000. AID 760. GST-Rab2 wt beads, Bodipy-GTP binding, flow cytometry;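 active = GTP binding activity at least 20 points away from 100%, either lowered or raised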;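 note: 0% = beads with excess unlabeled GTP and 100% = no-compound control corrected for plate trend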
Rab7 wt modul: modulators of GTP binding to dog Rab7 wildtype GTPase; GST-Rab7 beads, fluorescent GTP binding, flow cytometry; actives lie on both sides; untreated = 100%, excess cold GTP = 0%; GTP binding activity (percent of control), % at 10 µM; hit rate 0.055% among 190,000;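 active = fluorescent GTP binding to Rab7 beads changed by at least 20 points from the 100% baseline, either direction, mostly lower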;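 note: median green fluorescence of bound Bodipy-FL-GTP per Rab7 bead population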
Rac1 wt modul: modulators of human Rac1 wildtype GTP binding; GST-Rac1 beads, fluorescent GTP binding, flow cytometry; actives lie on both sides; 0 = cold GTP competed, 100 = untreated; GTP binding activity (% of control), % at 10 µM; hit rate 0.27% among 190,000; AID 757;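 active = GTP binding activity at least 20 points away from the 100% control level, either lower or higher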
Avidin bead fluor: avidin bead compound fluorescence profile; Avidin beads, compound fluorescence 488/530 nm, flow cytometry; active compounds read high; fluorescence (KMESF) at 10 µM; hit rate 0.38% among 220,000; in the data active = fluorescence above about 47; note: inactives centre near 10
ABCB1 inh: blocks JC-1 efflux by human ABCB1 transporter. P08183. CCRF-Adr cells, flow cytometry. inhibition, % at 6.6 µM. hit rate 0.067% among 190,000. AID 1326; in the data active = inhibition above about 40%;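 note: 0% = vehicle and 100% = reference inhibitor; higher value means more JC-1 retained so stronger ABCB1 efflux block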
Mcl1 Noxa PPI: disrupts binding of human Mcl-1 to Noxa peptide | inhibition, % at 21.7 µM | hit rate 1.5% among 220,000 | Q07820 | TR-FRET Mcl-1/Noxa peptide binding, 2 h | AID 1022;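 active = compounds that cut the protein-peptide binding signal by more than 50% relative to plate controls in a single-dose test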;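 note: His-tagged Mcl-1 with rhodamine Noxa BH3 peptide and terbium anti-His antibody; 0% = Mcl-1 plus Noxa peptide wells and 100% = peptide-only wells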
Rac1 act GTP bind: alters GTP binding to activated mutant human Rac1 | P63000 | GST-Rac1 activated beads, fluorescent GTP binding, flow cytometry; actives lie on both sides; 100% means binding = to untreated wells | percent activity (GTP binding), % at 10 µM | hit rate 0.11% among 190,000;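 active = GTP binding at least 20 percentage points away from the 100% baseline, in either direction, so actives lie on both sides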
* hit, by the source's call. The order is random; overall some 2.3% were active at least once.

For O=C(NCCCn1ccnc1)c1cccc(S(=O)(=O)NCc2ccccc2)c1 the results were Pf gamet viab -9, ABCG2 inh 0, Cdc42 wt GTP 96, HRas wt GTP 97, Rab2 wt GTP 98, Rab7 wt modul 103, Rac1 wt modul 92, Avidin bead fluor 12, ABCB1 inh 0.1, Mcl1 Noxa PPI 0 and Rac1 act GTP bind 93.
For O=C(OCC(=O)N1CCN(c2ccccc2)CC1)c1ccc[n+]([O-])c1 the results were ABCG2 inh 0, Cdc42 wt GTP 98, HRas wt GTP 96, Rab2 wt GTP 96, Rab7 wt modul 97, Rac1 wt modul 98, Avidin bead fluor 11, ABCB1 inh 0.4, Mcl1 Noxa PPI 20 and Rac1 act GTP bind 95.
Screening Cc1cc(N=Nc2ccccc2)c(NCC(O)C(O)C(O)CO)cc1C (stereo unspecified) returned Pf gamet viab 0, ABCG2 inh -1, Cdc42 wt GTP 96, HRas wt GTP 97, Rab2 wt GTP 96, Rab7 wt modul 95, Rac1 wt modul 101, Avidin bead fluor 9, ABCB1 inh -0.3, Mcl1 Noxa PPI 21 and Rac1 act GTP bind 94.
CCC(=O)Nc1ccc(C(=O)Nc2cccc(OC)c2)cc1 was read as Pf gamet viab 9, ABCG2 inh 46, Cdc42 wt GTP 100, HRas wt GTP 102, Rab2 wt GTP 105, Rab7 wt modul 104, Rac1 wt modul 100, Avidin bead fluor 19, ABCB1 inh 0.6, Mcl1 Noxa PPI 20 and Rac1 act GTP bind 97.
Screening CCOc1ccc(N2CC(C(=O)NCCCN3CCOCC3)CC2=O)cc1 (stereo unspecified) returned ABCG2 inh 2, Cdc42 wt GTP 105, HRas wt GTP 104, Rab2 wt GTP 104, Rab7 wt modul 104, Rac1 wt modul 104, Avidin bead fluor 28, ABCB1 inh 0.5, Mcl1 Noxa PPI 1 and Rac1 act GTP bind 101.
Screening Cc1cc(=O)n(C)c(=O)n1CCCCOc1ccc([N+](=O)[O-])cc1 returned Pf gamet viab 8, ABCG2 inh 5, Cdc42 wt GTP 103, HRas wt GTP 106, Rab2 wt GTP 104, Rab7 wt modul 108, Rac1 wt modul 107, Avidin bead fluor 10, ABCB1 inh 1.4, Mcl1 Noxa PPI 8 and Rac1 act GTP bind 99.
Screening Cn1c(NC(=O)C2c3ccccc3Oc3ccccc32)cc(=O)n(C)c1=O returned ABCG2 inh 0, Cdc42 wt GTP 103, HRas wt GTP 102, Rab2 wt GTP 101, Rab7 wt modul 101, Rac1 wt modul 102, Avidin bead fluor 38, ABCB1 inh -0.1, Mcl1 Noxa PPI 1 and Rac1 act GTP bind 101.
Cc1ccc(C2=NN=C(NC(=O)CSc3nnc4c5ccccc5n(C)c4n3)SC2)cc1 was read as ABCG2 inh -12, Cdc42 wt GTP 95, HRas wt GTP 95, Rab2 wt GTP 98, Rab7 wt modul 100, Rac1 wt modul 96, Avidin bead fluor 2, ABCB1 inh -3.0, Mcl1 Noxa PPI 63* and Rac1 act GTP bind 99.
Screening COc1cccc(NC(=O)CSc2nc3c(c(-c4ccco4)c2C#N)CCCC3)c1 returned Pf gamet viab 19, ABCG2 inh 0, Cdc42 wt GTP 108, HRas wt GTP 105, Rab2 wt GTP 106, Rab7 wt modul 102, Rac1 wt modul 108, Avidin bead fluor 35, ABCB1 inh -0.1, Mcl1 Noxa PPI -18 and Rac1 act GTP bind 104.
`Fc1ccc2nc(Nc3nc4c(F)cccc4s3)sc2c1` gave Pf gamet viab 8, ABCG2 inh 4, Cdc42 wt GTP 101, HRas wt GTP 100, Rab2 wt GTP 100, Rab7 wt modul 97, Rac1 wt modul 101, Avidin bead fluor 13, ABCB1 inh -0.2, Mcl1 Noxa PPI -84 and Rac1 act GTP bind 98.
`C/C(=N\NC(=O)c1ccc(CSc2nc(C)cc(C)n2)cc1)c1ccco1` gave Pf gamet viab -4, ABCG2 inh 5, Cdc42 wt GTP 99, HRas wt GTP 95, Rab2 wt GTP 96, Rab7 wt modul 94, Rac1 wt modul 95, Avidin bead fluor 13, ABCB1 inh 0.5, Mcl1 Noxa PPI 10 and Rac1 act GTP bind 92.
For CC(C)c1ccc(N(CC(=O)NCc2ccc(F)cc2)C(=O)c2csnn2)cc1 the results were Pf gamet viab 9, ABCG2 inh 1, Cdc42 wt GTP 96, HRas wt GTP 98, Rab2 wt GTP 96, Rab7 wt modul 101, Rac1 wt modul 100, Avidin bead fluor 9, ABCB1 inh 1.8, Mcl1 Noxa PPI -3 and Rac1 act GTP bind 95.
Screening O=C(N/N=C/c1ccco1)C1COc2ccccc2O1 (stereo unspecified) returned Pf gamet viab 5, ABCG2 inh 1, Cdc42 wt GTP 101, HRas wt GTP 98, Rab2 wt GTP 99, Rab7 wt modul 98, Rac1 wt modul 102, Avidin bead fluor 13, ABCB1 inh 0.3, Mcl1 Noxa PPI -22 and Rac1 act GTP bind 99.
For CC1CN(C(=O)C(C)Sc2nc3ccccc3s2)CC(C)O1 (stereo unspecified) the results were ABCG2 inh 4, Cdc42 wt GTP 98, HRas wt GTP 100, Rab2 wt GTP 98, Rab7 wt modul 100, Rac1 wt modul 98, Avidin bead fluor 21, ABCB1 inh 1.0, Mcl1 Noxa PPI 9 and Rac1 act GTP bind 96.
For CC(C)CC(COCc1ccc(Cl)cc1)N1CCN(C(=O)c2cccc(C(F)(F)F)c2)CCC1=O (stereo unspecified) the results were Pf gamet viab -3, ABCG2 inh 6, Cdc42 wt GTP 104, HRas wt GTP 102, Rab2 wt GTP 102, Rab7 wt modul 103, Rac1 wt modul 107, Avidin bead fluor 11, ABCB1 inh 1.5, Mcl1 Noxa PPI -8 and Rac1 act GTP bind 99.
Screening COc1cccc(NC(=S)N(CCN(C)C)C(C)c2ccco2)c1 (stereo unspecified) returned Pf gamet viab 18, ABCG2 inh 2, Cdc42 wt GTP 102, HRas wt GTP 102, Rab2 wt GTP 101, Rab7 wt modul 103, Rac1 wt modul 105, Avidin bead fluor 15, ABCB1 inh 2.8, Mcl1 Noxa PPI 25 and Rac1 act GTP bind 103.
For O=C(c1ccc([N+](=O)[O-])cc1)N1CCN(C(=O)c2cccs2)CC1 the results were Pf gamet viab -10, ABCG2 inh 12, Cdc42 wt GTP 100, HRas wt GTP 104, Rab2 wt GTP 105, Rab7 wt modul 103, Rac1 wt modul 105, Avidin bead fluor 2, ABCB1 inh 0.7, Mcl1 Noxa PPI 0 and Rac1 act GTP bind 104.
`CN(C)c1ccc(CNC(=O)C2CCN(S(=O)(=O)c3ccc4c(c3)CCC(=O)N4)CC2)cc1` gave ABCG2 inh -1, Cdc42 wt GTP 95, HRas wt GTP 91, Rab2 wt GTP 93, Rab7 wt modul 90, Rac1 wt modul 94, Avidin bead fluor 3, ABCB1 inh -0.4, Mcl1 Noxa PPI 14 and Rac1 act GTP bind 98.
CCCCCc1c(C)nc(Nc2ccc(F)cc2)[nH]c1=O was read as ABCG2 inh 2, Cdc42 wt GTP 101, HRas wt GTP 102, Rab2 wt GTP 98, Rab7 wt modul 97, Rac1 wt modul 101, Avidin bead fluor 14, ABCB1 inh 0.3, Mcl1 Noxa PPI 14 and Rac1 act GTP bind 100.
Screening COc1ccccc1N1CCN(c2nc(N)c(C#N)c(CC#N)c2C#N)CC1 returned ABCG2 inh 2, Cdc42 wt GTP 102, HRas wt GTP 101, Rab2 wt GTP 103, Rab7 wt modul 102, Rac1 wt modul 102, Avidin bead fluor 9, ABCB1 inh 0.5, Mcl1 Noxa PPI 6 and Rac1 act GTP bind 100.

2 compounds drawn at random from those above, as already listed:
For O=C(c1ccc([N+](=O)[O-])cc1)N1CCN(C(=O)c2cccs2)CC1 the results were Pf gamet viab -10, ABCG2 inh 12, Cdc42 wt GTP 100, HRas wt GTP 104, Rab2 wt GTP 105, Rab7 wt modul 103, Rac1 wt modul 105, Avidin bead fluor 2, ABCB1 inh 0.7, Mcl1 Noxa PPI 0 and Rac1 act GTP bind 104.
`CN(C)c1ccc(CNC(=O)C2CCN(S(=O)(=O)c3ccc4c(c3)CCC(=O)N4)CC2)cc1` gave ABCG2 inh -1, Cdc42 wt GTP 95, HRas wt GTP 91, Rab2 wt GTP 93, Rab7 wt modul 90, Rac1 wt modul 94, Avidin bead fluor 3, ABCB1 inh -0.4, Mcl1 Noxa PPI 14 and Rac1 act GTP bind 98.

Next section.
For O=c1[nH]n2cc(-n3cc([N+](=O)[O-])cn3)cnc2c1Br the results were Pf gamet viab 2, ABCG2 inh 1, Cdc42 wt GTP 89, HRas wt GTP 89, Rab2 wt GTP 89, Rab7 wt modul 91, Rac1 wt modul 90, Avidin bead fluor 8, ABCB1 inh -0.1, Mcl1 Noxa PPI 14 and Rac1 act GTP bind 91.
Cc1ccccc1C(=O)Oc1cc(N)n(S(=O)(=O)c2ccccc2)n1 was read as Pf gamet viab 12, ABCG2 inh 1, Cdc42 wt GTP 91, HRas wt GTP 94, Rab2 wt GTP 95, Rab7 wt modul 99, Rac1 wt modul 96, Avidin bead fluor 6, ABCB1 inh 0.3, Mcl1 Noxa PPI 18 and Rac1 act GTP bind 95.
CCOC(=O)COc1ccc(S(=O)(=O)N2CCN(c3ccccc3F)CC2)cc1 was read as ABCG2 inh 5, Cdc42 wt GTP 102, HRas wt GTP 101, Rab2 wt GTP 101, Rab7 wt modul 103, Rac1 wt modul 101, Avidin bead fluor 8, ABCB1 inh 0.9, Mcl1 Noxa PPI 2 and Rac1 act GTP bind 97.
`CCOc1ccc(C(=O)NCCCN(CC)CC)cc1` gave ABCG2 inh 0, Cdc42 wt GTP 100, HRas wt GTP 101, Rab2 wt GTP 101, Rab7 wt modul 100, Rac1 wt modul 102, Avidin bead fluor 13, ABCB1 inh 0.5, Mcl1 Noxa PPI 11 and Rac1 act GTP bind 97.
Screening CC(=O)NC1C(=O)Nc2c(C)cc(C)cc21 (stereo unspecified) returned ABCG2 inh 0, Cdc42 wt GTP 101, HRas wt GTP 101, Rab2 wt GTP 99, Rab7 wt modul 96, Rac1 wt modul 100, Avidin bead fluor 13, ABCB1 inh 0.0, Mcl1 Noxa PPI 16 and Rac1 act GTP bind 98.
`Cc1nc2ccc(S(=O)(=O)NCC(=O)N3CCOCC3)cc2s1` gave ABCG2 inh 10, Cdc42 wt GTP 100, HRas wt GTP 97, Rab2 wt GTP 98, Rab7 wt modul 100, Rac1 wt modul 101, Avidin bead fluor 9, ABCB1 inh 0.0, Mcl1 Noxa PPI 0 and Rac1 act GTP bind 98.
CCC(=O)Nc1ccccc1-c1nnn(CC(=O)N2c3ccccc3CC2C)n1 (stereo unspecified) was read as Pf gamet viab 20, ABCG2 inh 6, Cdc42 wt GTP 95, HRas wt GTP 96, Rab2 wt GTP 95, Rab7 wt modul 99, Rac1 wt modul 91, Avidin bead fluor 8, ABCB1 inh 1.2, Mcl1 Noxa PPI 15 and Rac1 act GTP bind 92.
